# CHRM1 PAM: potentiates human M1 receptor response to acetylcholine | CHO-K1 hM1, Fluo-8 calcium fluorescence, ACh EC20; 0% = ACh EC20, 100% = maximal ACh | activation, % at 3 µM | AID 588819 | hit rate 0.088% among 360,000; in the data active means activation above about 19%, passing the limit was not always enough
# Target sequence (P11229 whole entry, looked up): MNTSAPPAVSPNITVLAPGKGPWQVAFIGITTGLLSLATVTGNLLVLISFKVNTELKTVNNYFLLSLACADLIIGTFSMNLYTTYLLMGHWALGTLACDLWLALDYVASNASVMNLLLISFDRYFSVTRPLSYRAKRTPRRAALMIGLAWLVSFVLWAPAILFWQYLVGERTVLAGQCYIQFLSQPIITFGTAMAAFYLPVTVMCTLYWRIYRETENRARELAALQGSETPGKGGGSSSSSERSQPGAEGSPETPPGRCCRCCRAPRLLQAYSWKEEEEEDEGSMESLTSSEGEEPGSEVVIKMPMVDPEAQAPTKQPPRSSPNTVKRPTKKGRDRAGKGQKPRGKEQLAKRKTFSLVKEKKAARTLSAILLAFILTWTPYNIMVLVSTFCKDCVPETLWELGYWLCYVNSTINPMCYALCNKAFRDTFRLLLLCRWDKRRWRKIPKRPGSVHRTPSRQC
# CHRM5 antagonist: blocks acetylcholine activation of human M5 receptor | inhibition, % at 3 µM | hit rate 0.59% among 360,000 | CHO-hM5 cells, Fluo-8 calcium fluorescence, ACh EC80 | P08912;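 active means inhibition above a per-plate cutoff, the mean of that plate's test compounds plus 3 SD, cut at about 27% in these data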;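 further: 0% = acetylcholine EC80 with DMSO and 100% = DMSO without agonist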
# Target sequence (P08912 whole entry, looked up): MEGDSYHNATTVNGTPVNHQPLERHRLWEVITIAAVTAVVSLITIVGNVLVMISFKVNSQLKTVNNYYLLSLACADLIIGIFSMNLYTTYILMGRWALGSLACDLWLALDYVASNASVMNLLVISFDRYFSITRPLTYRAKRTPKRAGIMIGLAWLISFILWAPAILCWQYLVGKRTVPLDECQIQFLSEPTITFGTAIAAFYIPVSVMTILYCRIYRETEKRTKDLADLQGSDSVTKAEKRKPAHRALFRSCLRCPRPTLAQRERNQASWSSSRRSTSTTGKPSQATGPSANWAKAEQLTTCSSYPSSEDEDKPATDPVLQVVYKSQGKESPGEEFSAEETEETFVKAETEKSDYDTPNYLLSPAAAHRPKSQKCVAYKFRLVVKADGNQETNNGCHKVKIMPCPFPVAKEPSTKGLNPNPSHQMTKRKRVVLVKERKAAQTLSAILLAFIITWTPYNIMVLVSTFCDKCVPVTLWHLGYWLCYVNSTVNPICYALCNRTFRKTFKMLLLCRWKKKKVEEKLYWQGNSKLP
# CHRM5 agonist: CHRM5 agonism in calcium assay; P08912; CHO-K1 hM5 cells, Fluo-8 calcium fluorescence; 0% DMSO wells, 100% maximal acetylcholine response; activation, % at 3 µM; hit rate 0.19% among 360,000;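 active means activation above the run's mean over test compounds plus 3 SD, cut at about 23% in these data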;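 further: signal is peak over basal fluorescence ratio across the kinetic read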
# CHRM4 PAM: potentiates acetylcholine response at human M4 receptor | P08173 | CHO-K1 hM4/Gqi5, Fluo-8 calcium fluorescence, ACh EC20; 0% = ACh EC20, 100% = maximal ACh | activation, % at 3 µM | hit rate 0.4% among 360,000 | AID 624126;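 active means activation above its plate's cutoff, the mean activation of sample wells plus 3 SD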; further: some results filed as inactive read as strong as hits
# CRFR2-BP ag: agonists of human CRF-binding protein/CRF-R2 receptor complex; activation, % at 13.2 µM; hit rate 0.46% among 350,000; HEK293 CRF-R2/CRF-BP, calcium dye fluorescence (FLIPR); percent of saturating CRF peptide response;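 active means activation of at least 50%, plus an integration ratio under a set limit after plate pattern correction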;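 further: plate controls were neutral control wells without compound for no effect and CRF at EC100 for full effect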
# M4 antag: antagonists of human muscarinic M4 receptor (CHRM4). P08173. CHO-hM4 cells, ACh EC80, Fluo-8 calcium fluorescence. inhibition, % at 3 µM. hit rate 0.73% among 360,000. AID 624125;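 active means inhibition above its plate's cutoff, the mean inhibition of sample wells plus 3 SD, cut at about 27% in these data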;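 further: 0% = acetylcholine EC80 with DMSO and 100% = DMSO without agonist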
# CRFR2-BP antag: antagonists of CRF-binding protein/CRF-R2 receptor complex. AID 588475. HEK293 CRF-R2/CRF-BP, CRF-induced calcium fluorescence. hit rate 0.59% among 350,000. inhibition, % at 11.8 µM;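 active means inhibition of the ligand-induced calcium signal above about 50% at the single tested concentration, limit read from the data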
# M4 ag: agonists of human muscarinic M4 receptor (CHRM4) | hit rate 0.14% among 360,000 | CHO-K1 hM4/Gqi5, Fluo-8 calcium fluorescence; vehicle 0%, full acetylcholine response 100% | AID 624127 | P08173 | activation, % at 3 µM;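 active means activation above the run mean over all test wells plus 3 SD, cut at about 32% in these data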;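 further: peak over basal fluorescence ratio per well then scaled between controls; 0% = DMSO wells and 100% = acetylcholine at EC100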
# CHRM5 PAM: CHRM5 positive allosteric modulation; P08912; CHO-K1 hM5, Fluo-8 calcium, ACh EC20 PAM; 0% = ACh EC20, 100% = ACh EC100; activation, % at 3 µM; hit rate 0.3% among 360,000; AID 624038;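 active means activation above the run cutoff, the mean activation of all test compounds plus 3 SD, cut at about 18% in these data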
#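 System – CHO-K1 hM5 cells · Compound – 3 µM, single dose · Incubation – compound preincubation 140 s before EC20 acetylcholine addition · Technique – Fluo-8 calcium fluorescence · Measure – Max/basal fluorescence ratio as % of EC20–EC100 ACh window · Benchmarks – low control EC20 acetylcholine (0%), high control EC100 acetylcholine (100%) · Replication – singlicate, one well per test compound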
# * hit, by the source's call; . = no result given.
SMILES,CHRM1 PAM,CHRM5 antagonist,CHRM5 agonist,CHRM4 PAM,CRFR2-BP ag,M4 antag,CRFR2-BP antag,M4 ag,CHRM5 PAM
COc1ccc(S(=O)(=O)Nc2ccc3c(c2)C(=O)N([C@H](C)CO)C[C@H](C)[C@@H](CN(C)C(=O)Nc2ccc(C(F)(F)F)cc2)O3)cc1,4,6,3,0,0.9,5,5,1,-5
O=C(Cc1ccc(S(=O)(=O)N2CCOCC2)s1)N1CCN(S(=O)(=O)c2cccc([N+](=O)[O-])c2)CC1,10,2,-5,-5,-0.2,2,9,3,-9
Cc1ccc(C(=O)NCC(=O)N(C)Cc2cccc(F)c2)s1,4,3,2,-2,-1.2,-7,-6,0,-2
CCN(CC)C(=O)Cn1c(=O)c2ccccc2n2c(=S)sc(-c3cccc(C)c3)c12,15,-7,0,20,55*,-10,-123,1,10
Cc1cc(CN2CCN(CCC#N)CC2)c(O)c(C2(C)CCCCC2)c1,-2,-3,-5,8,-1.8,-1,29,0,6
C=CCNC(=O)c1onc(CSc2cccc(OC)c2)c1C(=O)O,2,10,2,0,-0.2,8,4,-1,5
OCCN1CCN(c2cc(C(F)(F)F)nc3c(F)cccc23)CC1,8,-5,-4,-11,1.3,2,-20,0,9
O=C(NCc1cccs1)c1ccc2sc(COCCO)nc2c1,7,5,0,2,.,-6,.,2,1
CCOC(=O)C1=C(C)OC(N)=C(C#N)C1c1ccc(O)c(OC)c1 (stereo unspecified),4,3,2,-7,0.5,13,-2,1,-3
CN1CCc2ccccc2Cc2[nH]c3ccccc3c2CC1,3,0,-1,-2,1.6,-2,-3,0,-3
COc1ccc(-n2ccnc2CN2CCN(C3CCCC3)C(CCO)C2)cc1 (stereo unspecified),1,1,-1,-5,2.6,0,-2,0,0
Cn1c(SCc2ccc(C(=O)Nc3nccs3)cc2)nnc1-c1ccccc1,8,2,0,10,-1.3,0,-4,1,-4
N/C(=N\OC(=O)c1cc([N+](=O)[O-])ccc1Cl)c1cccnc1,1,7,0,-4,0.9,-7,8,4,-4
Cc1nn(CCCC(=O)NCc2ccccc2)c(C)c1[N+](=O)[O-],7,5,-1,-3,-1.4,-5,11,0,1
C=CCNC(=O)C1CCN(c2nc(C)cc(-c3ccccc3)n2)CC1,4,4,-6,-5,0.1,12,-8,-3,4
CCCCNc1nc(N(C)c2ccccc2)nc(-n2ccnc2)n1,-8,1,-7,-14,-0.5,6,-13,-3,-7
Cc1ccc2c(c1)NC(=O)[C@@]1(C)[C@@H](c3ccccc3)[C@H]3COc4ccc(Cl)cc4[C@@H]3N1C2=O,3,6,-1,-2,5.2,-1,15,1,6
CCOc1ccc(-c2cc(C(=O)NC3CCCCC3)[nH]n2)c(C)c1,6,-1,-1,4,.,-8,.,1,0
Cc1cc(C)c2c(N)c(C(=O)N3CCc4ccccc4C3)sc2n1,8,-1,-5,14,2.4,-11,-3,1,11
COc1ccc(C)cc1NC(=O)C/C(C)=N/NC(=O)Cc1cccc2ccccc12,18,-15,-1,-7,0.1,-11,-13,4,8
O=C(N/N=C/c1cccc(O)c1)c1ccc(COc2ccccc2Br)cc1,-3,9,-3,-9,-0.4,-1,9,1,-11
Cc1ccc(CNC(=O)Cn2nnc(C(=O)Nc3cc(C)ccc3C)c2N)cc1,0,2,0,3,0.1,5,5,1,0
N/C(Cc1ccc(Cl)cc1)=N\OC(=O)c1ccc2ccccc2c1,3,-11,-7,9,0.6,-17,10,0,3
COc1ccccc1NS(=O)(=O)c1ccc(C)c(NC(=O)NCCCl)c1,4,7,1,5,0.8,3,-6,0,1
O=C(CCN1C(=O)/C(=C\C=C\c2ccccc2)SC1=S)Nc1ccccc1C(=O)O,15,-1,-2,19,0.4,4,-9,-1,0
CC1CCN(C(=S)NC(=O)c2ccccc2)CC1,8,10,-1,-1,0.0,6,-2,0,-2
COc1ccc(C2=NN(C(=O)c3ccco3)C(c3cccs3)C2)cc1OC (stereo unspecified),-6,-3,-2,5,-2.3,-14,4,-3,0
CCc1cc(=O)oc2cc(OCC(=O)NCCCN3CCOCC3)c(Cl)cc12,0,6,-2,1,0.2,-2,10,0,-6
COc1cc(/C=C/C(=O)NC2CCCCC2)cc(OC)c1OC,5,-9,2,9,-1.4,-18,7,0,-2
OC(COc1ccc2c(c1)OCO2)CN1CCN(c2ccccc2)CC1 (stereo unspecified),7,-11,-6,-3,-0.5,-2,9,2,-2
CC1C(=O)Nc2ccc(S(=O)(=O)N3CCCCCC3)cc21 (stereo unspecified),6,5,-3,0,-0.8,-10,-8,0,-5
CC(=O)c1c(NCc2ccccc2)nc(=O)n(-c2ccccc2)c1C,10,-5,-1,7,-0.2,-3,13,1,6
Cc1ccccc1C(=O)NC(NC(=S)Nc1ccc(S(N)(=O)=O)cc1)C(Cl)(Cl)Cl (stereo unspecified),10,11,0,24*,-3.3,4,8,2,2
COc1cccc(CN2CCN(Cc3nc(-c4cccs4)oc3C)CC2CCO)c1 (stereo unspecified),-1,4,-2,0,4.5,0,-10,0,-1
O=C(Nc1c2c(nc3c1CCC3)CCCC2)c1ccccn1,2,4,0,3,-3.3,7,30,0,-2
c1ccc(-c2ccc(OCCN3CCOCC3)cc2)cc1,0,2,2,1,2.2,5,-2,4,-7
Cc1cccc(NC(=O)CCCn2c(=S)[nH]c3ccccc3c2=O)c1,2,11,0,-10,-7.2,5,15,14,-9
CCOC(=O)C(=CNc1nc2ccc(C(=O)OCC)cc2s1)C(=O)OCC,5,1,6,-3,-1.3,8,-12,0,3
Cc1cc(-n2c(C)cc(C(=O)COc3ccc(F)c(F)c3)c2C)no1,-4,8,-4,-2,0.3,-7,11,5,-14
O=C(CN(C(=O)C1CSC(=O)C1)c1cccc(F)c1)NCc1ccc2c(c1)OCO2 (stereo unspecified),10,-2,-3,0,-2.2,-18,-3,2,8
COC(=O)C(NC(C)=O)(Nc1nc2c(C)cc(C)cc2s1)C(F)(F)F (stereo unspecified),1,13,-5,-3,-1.1,9,1,1,-1
Cc1ccc(CCNC(=O)CN2C(=O)COc3ccc(S(=O)(=O)N4CCC(C)CC4)cc32)cc1,17,-17,-6,11,-0.3,-7,14,2,14
N#CCC1c2ccccc2CCN1C(=O)Nc1ccc(Cl)cc1 (stereo unspecified),-2,11,-2,-7,-4.0,1,3,3,-5
COCC1CCCN(Cc2nc(-c3ccc4c(c3)OCO4)no2)C1 (stereo unspecified),-4,2,2,-2,0.4,5,17,1,2
Cc1ccc2nc(SCC(=O)NNC(=O)c3ccccc3)[nH]c2c1,6,-6,-2,7,-6.7,-2,15,1,-2

# One compound at a time, as listed above. Order of values: CHRM1 PAM, CHRM5 antagonist, CHRM5 agonist, CHRM4 PAM, CRFR2-BP ag, M4 antag, CRFR2-BP antag, M4 ag, CHRM5 PAM
# `O=C(NCc1cccs1)c1ccc2sc(COCCO)nc2c1` in the list: 7, 5, 0, 2, ., -6, ., 2, 1
# `O=C(CCN1C(=O)/C(=C\C=C\c2ccccc2)SC1=S)Nc1ccccc1C(=O)O` in the list: 15, -1, -2, 19, 0.4, 4, -9, -1, 0
# `Cc1ccc(CNC(=O)Cn2nnc(C(=O)Nc3cc(C)ccc3C)c2N)cc1` in the list: 0, 2, 0, 3, 0.1, 5, 5, 1, 0
# `CN1CCc2ccccc2Cc2[nH]c3ccccc3c2CC1` in the list: 3, 0, -1, -2, 1.6, -2, -3, 0, -3
# `CCOc1ccc(-c2cc(C(=O)NC3CCCCC3)[nH]n2)c(C)c1` in the list: 6, -1, -1, 4, ., -8, ., 1, 0

# Continued.
SMILES,CHRM1 PAM,CHRM5 antagonist,CHRM5 agonist,CHRM4 PAM,CRFR2-BP ag,M4 antag,CRFR2-BP antag,M4 ag,CHRM5 PAM
Cn1c(=N)n(CC(O)c2ccco2)c2ccccc21 (stereo unspecified),6,-4,-5,6,-1.1,0,4,1,1
O=C(CSc1nc2ccccc2o1)NCCOc1ccccc1,-3,2,-2,-2,0.5,13,19,1,-12
COc1cccc(CC(=O)OC(C)C(=O)Nc2ccc(N3CCOCC3)cc2)c1 (stereo unspecified),8,-16,-5,7,2.9,3,1,1,12
Cc1ccc(C(=O)N2CCCC(N3CCN(c4ccccc4C)CC3)C2)c(=O)[nH]1 (stereo unspecified),8,-7,-5,0,-0.1,-1,-4,1,4
CCOC(=O)N1CCN(c2nc(SC)nc3sc4c(c23)CC(C)(C)OC4)CC1,-12,-3,0,5,1.2,12,-4,-1,0
COc1ccc(/C=N/NC(=O)c2cccc(Br)c2)cc1COc1ccccn1,0,1,1,-25,0.1,-12,13,8,-11
O=C(/C=C/c1ccccc1)NC(=O)c1ccccc1O,-4,4,6,-12,-0.2,2,0,3,-5
CCNc1nc(CN2CCCCC2)nc2scc(-c3ccccc3)c12,-30,2,-8,-19,1.3,27*,-31,3,-8
O=C(COC(=O)c1cc(S(=O)(=O)N2CCCCC2)ccc1N1CCOCC1)c1ccc(Cl)cc1,-2,1,1,6,-0.7,2,4,0,-3
Cc1cc(C(=O)CN2C(=O)NC3(CCCCC3)C2=O)c(C)n1Cc1ccc2c(c1)OCO2,6,0,-13,-2,-0.4,1,-17,3,6
CCOC(=O)N1CCN(c2c(NCCc3ccc(C)cc3)c(=O)c2=O)CC1,4,0,2,5,-0.3,-6,7,0,-5
Cc1cc(C)c(C#N)c(SC2CCCCC2=O)n1 (stereo unspecified),5,8,-2,2,0.1,0,-3,0,-1
Cc1ccc(OCC(O)CNCc2ccc(F)cc2)cc1 (stereo unspecified),4,13,-4,-2,0.0,-10,-12,2,-5
Cc1ccc(NC(=O)COC(=O)CCn2c(C)csc2=O)cc1S(=O)(=O)N1CCOCC1,0,1,3,0,-0.7,-12,6,3,4
CSc1nc(Cl)cc(N2CCOCC2)n1,14,-8,-3,-2,-3.1,-3,4,0,-1
Cc1ccc(NC2CCCN(C(=O)c3ccoc3)C2)cc1C (stereo unspecified),15,9,-4,10,-0.7,0,-6,0,-8
N#CNC1=NCN(CCc2ccccc2)CN1,6,5,0,2,-2.6,1,2,1,-1
Cc1cc(Br)ccc1S(=O)(=O)NCc1ccccc1,4,-3,-7,7,-0.5,-22,2,0,2
COc1ccc(N(C(=O)CNC(=O)c2cccs2)C(C(=O)NCC2CCCO2)c2ccccc2)c(OC)c1 (stereo unspecified),4,-3,-3,-10,0.2,-8,-7,2,-1
CC(C)CC(NC(=O)C1CCC(C)CC1)C(=O)NCCN1CCOCC1 (stereo unspecified),10,8,-3,11,-0.9,-15,-9,0,-4
COc1ccc(OC)c(NC(=O)COC(=O)C2CCN(C(=O)c3ccc(Cl)cc3)CC2)c1,6,11,-5,-5,-0.2,-2,-11,3,-3
CCc1cccc(C)c1NC(=O)CC(C)(C)CC(=O)O,0,-1,3,-9,-1.8,-18,-6,11,-1
C=C(C)CNC(=S)/N=c1\scc(C)n1CC,7,0,-4,1,-1.5,-4,7,0,3
Cn1nc(C(F)(F)F)c(C(=O)Nc2ccc(F)cc2)c1Cl,6,3,-2,4,0.3,-5,-40,2,1

# Screening data: PubChem, several laboratories
